Tb PFK block: blocks T. brucei phosphofructokinase. T. brucei PFK, ADP-Glo luminescence. AID 485367. 330,000 compounds, 0.17% hits. Potency, µM (series often up to 57.5 µM), inactives show top-dose activity, negative = inhibition, usual class: inhibitors. O15648;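 note: potency is the fitted concentration of half-maximal effect; 0% = uninhibited 1x PFK enzyme wells and -100% = no-enzyme wells; nearly all actives have a fitted effect of over 60% in size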
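Compounds were pin-transferred as a titration series up to 57 uM into substrate buffer (0.5 mM F6P, 0.1 mM ATP, pH 8.0), then 1.25 nM PFK was added and reactions ran 45 min before ADP-Glo detection.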
TCR activator: activates T cell receptor signaling; 330,000 tested, under 10 active; AID 504894; primary human leukocytes, anti-CD3, IL-2 HTRF, 48 h; Potency, µM (doses to about 9.22 µM), for inactives: at the highest dose activation of IL-2 secretion, usual class: activators; note: % of control where 0% means no effect
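Compounds are tested in HTS on primary human leukocytes co-incubated with a-CD3 beads for 48 hr. IL-2 output is measured by time-resolved FRET.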
ELG1 repair inh: inhibitors of ELG1-dependent DNA repair in HEK293T cells | HEK293T ELG1-luciferase reporter, luminescence, 16 h; DNA damage induced by 5-fluorouridine | Potency, µM (highest dose often 46.1 µM), inactives show top-dose activity change, negative = inhibition, actives largely listed as inhibitors | 330,000 compounds, 2.3% hits | AID 504467; note: potency is the fitted concentration of half-maximal effect; % is set by controls: 0 for no effect and ±100 for the full control effect; nearly all actives have a fitted effect of over 55% in size
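DMSO vehicle served as the neutral condition. Each well held 2,000 cells given 5-fluorouridine plus compound; after 16 hr at 37 °C/5% CO2, ONE-Glo was added and luciferase measured 30 min later.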
Mito fusion act: mitochondrial division inhibition or fusion activation | S. cerevisiae fusion-defective mutant growth rescue, CellTiterGlo 48 h | Potency, µM (top dose mostly 46.1 µM), for the others: at the highest dose growth rescue (activation), most hits filed as activators | 320,000 compounds, 0.23% hits;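 note: potency is the fitted concentration of half-maximal effect; % of control where 0% means no effect; nearly all actives have a fitted effect of over 45% in size; temperature-sensitive fusion mutants such as fzo1-1 at 37 °C on non-fermentable ethanol glycerol medium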
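Compounds are tested for their ability to restore growth of mitochondrial fusion-defective yeast strains at non-permissive 37C in YPEG medium over 48 hours. Viability is quantified by luciferase luminescence.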
TSHR antagonist: human thyrotropin receptor antagonism; P16473; TSHR-expressing cells, TSH-stimulated cAMP HTRF, 2 h; stronger effect = lower value; activity change, negative = inhibition, % at 11.5 µM; 330,000 compounds, 0.2% hits;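 active = activity change below a set negative limit, meaning inhibition stronger than a set level, cut at about -70% in these data; inconclusive = activity change between two set negative limits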; note: % is set by controls: 0 for no effect and ±100 for the full control effect
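Inhibition of cAMP made by TSHR-expressing cells under TSH stimulation (4nM final, EC80; 2 h, 37 deg C) is quantified with a one-step lysis HTRF kit, anti-cAMP cryptate versus cAMP-d2.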
Chronic BCR inh: inhibitors of chronic active B-cell receptor signaling; Potency, µM (series often up to 46.1 µM), for the others: top-dose ratio change, negative = lower green/red ratio, usual class: inhibitors; 340,000 compounds, 0.05% hits; ABC-DLBCL IkBa-CBG/CBR reporter, luminescence ratio, 4 h; active = well fitted inhibition curve with a large enough effect in the signal ratio, with a control signal flat, not every such curve was filed as active; inconclusive = small, poorly fitted or top-dose-only effect, or effect the other way, or a change in a side signal; the % refers to the signal ratio;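 note: potency is the fitted concentration of half-maximal effect; plate controls were basal doxycycline-induced cells for no effect and cells given 10 µM MG132 for full effect; MG132 reads +100%, hits lower the ratio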
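TMD8 ABC-DLBCL cells carrying doxycycline-inducible green luciferase fused to IkappaBalpha plus unfused red luciferase were exposed to compounds (up to 46 uM) for 4 hrs at 37C. Activity came from the overlap-corrected green/red luminescence ratio.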
USP2a inh: inhibitors of human ubiquitin-specific protease USP2a. AID 463254. USP2 core, Ub-CHOP2 coupled fluorogenic reporter, 485/531. Potency, µM (doses to about 38.3 µM), without a hit: at the top dose activity change, negative = inhibition, hits mostly inhibitors. 330,000 compounds, 0.01% hits. O75604;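 note: potency is the fitted concentration of half-maximal effect; plate controls were DMSO wells for no effect and full inhibition by NEM control for full effect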
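USP2 core (10nM final) preincubated 30min RT with compound in 20mM Tris-HCl pH 8.0, 2mM CaCl2, 2mM beta-mercaptoethanol, 0.05% CHAPS; 25nM Ub-CHOP2 plus 25nM reporter substrate added, fluorescence (Ex485/Em531) read after 60min.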
Eya2 inh: blocks the phosphatase activity of human Eya2 | O00167 | recombinant Eya2, OMFP fluorescence dephosphorylation (OMFP is methylfluorescein phosphate) | Potency, µM (titrated, usually from 76.9 µM), inactives show at the top dose activity, negative = inhibition, actives largely listed as inhibitors | 330,000 compounds, 0.006% hits | AID 488837; note: potency is the fitted concentration of half-maximal effect; % is set by controls: 0 for no effect and ±100 for the full control effect
Target sequence (O00167 whole entry, looked up): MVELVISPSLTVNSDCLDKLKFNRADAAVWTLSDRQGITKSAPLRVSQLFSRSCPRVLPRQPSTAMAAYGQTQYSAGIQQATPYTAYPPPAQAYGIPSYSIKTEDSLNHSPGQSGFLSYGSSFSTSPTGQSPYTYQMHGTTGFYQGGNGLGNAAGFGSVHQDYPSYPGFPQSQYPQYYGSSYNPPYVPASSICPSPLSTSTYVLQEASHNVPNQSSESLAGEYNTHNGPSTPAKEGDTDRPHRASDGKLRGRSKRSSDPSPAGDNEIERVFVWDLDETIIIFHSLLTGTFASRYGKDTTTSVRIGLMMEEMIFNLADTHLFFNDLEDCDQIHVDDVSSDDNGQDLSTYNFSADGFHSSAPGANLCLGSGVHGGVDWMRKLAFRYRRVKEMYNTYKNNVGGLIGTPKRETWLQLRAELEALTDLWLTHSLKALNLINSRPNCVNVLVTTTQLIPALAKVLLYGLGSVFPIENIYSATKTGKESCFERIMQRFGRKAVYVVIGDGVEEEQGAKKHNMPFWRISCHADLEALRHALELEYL
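Eya2 (0.2 uM) preincubated 10 min at ambient with compound, then OMFP substrate added at 50 uM; 10 min reaction in 50 mM HEPES pH 7.5, 50 mM NaCl, 5 uM MgCl2, 0.05% BSA, 1 mM DTT. Fluorescence read at Ex 485/Em 525 nm.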
B2AR arrestin: recruits beta-arrestin to the human beta2-adrenergic receptor; 330,000 compounds, 0.02% hits; Potency, µM (titrated, usually from 46.1 µM), for the others: at the top dose activation, usual class: activators; P07550; beta-arrestin recruitment to beta2AR, cell-based reporter;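 note: potency is the fitted concentration of half-maximal effect; 0% = DMSO controls and full agonism = EC100 isoproterenol or metaproterenol; nearly all actives have a fitted effect of over 65% in size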
PTAP TSG101 blk: blocks PTAP/TSG101 interaction to inhibit HIV-1 budding | Q99816 | Fluorescence polarization, FITC-PTAP peptide / Tsg101 binding | Potency, µM (series often up to 115 µM), without a hit: at the highest dose activity change, negative = inhibition, usual class: inhibitors | 340,000 tested, under 10 active; active = well fitted inhibition curve with a large enough effect in the main read-out, with a control signal flat, not every such curve was filed as active; inconclusive = small, poorly fitted or top-dose-only effect, or effect the other way, or a change in a side signal; inactive = no such curve, though single readings can be large or run the other way; note: potency is the fitted concentration of half-maximal effect; % of control where 0% means no effect
Target sequence (Q99816 whole entry, looked up): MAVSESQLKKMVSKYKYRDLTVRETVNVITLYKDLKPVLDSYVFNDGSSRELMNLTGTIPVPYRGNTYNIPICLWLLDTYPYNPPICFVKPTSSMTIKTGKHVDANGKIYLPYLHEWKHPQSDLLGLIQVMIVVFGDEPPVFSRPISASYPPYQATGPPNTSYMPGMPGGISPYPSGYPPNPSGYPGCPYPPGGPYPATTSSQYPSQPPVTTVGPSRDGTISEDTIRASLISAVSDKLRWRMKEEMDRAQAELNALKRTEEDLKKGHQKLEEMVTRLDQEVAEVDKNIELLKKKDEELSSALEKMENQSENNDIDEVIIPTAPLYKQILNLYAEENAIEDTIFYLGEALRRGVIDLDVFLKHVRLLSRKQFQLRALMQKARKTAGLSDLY
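FP read-out: FITC-PTAP peptide, 50 nM final, binding Tsg101 binding domain, 10 uM final; 20 min, r.t.; 10 mM HEPES pH 7.5, 0.15 M NaCl, 0.01% Tween 20, 3 mM EDTA, 0.1 mM TCEP.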
uPA generation: inhibitors of cell surface uPA generation; cell surface uPA generation assay, qHTS; Potency, µM (top dose mostly 38.3 µM), for inactives: top-dose activity change, negative = inhibition, usual class: inhibitors; 330,000 compounds, 0.31% hits; active = well fitted inhibition curve with a large enough effect; inconclusive = small, poorly fitted or top-dose-only effect; inactive = no such curve, though single readings can be large or run the other way; tested in mouse RAW 264.7 cells; note: potency is the fitted concentration of half-maximal effect; % is set by controls: 0 for no effect and ±100 for the full control effect; nearly all actives have a fitted effect of over 55% in size
An asterisk follows results filed as active; ? = inconclusive; / = no result given; & = joins results of further samples; [ ] = another dose, or the depositor's remark. Unless noted, calls come from the whole dose curve; as a rule, active = well fitted curve in the direction sought with a large enough effect; inconclusive = small, poorly fitted or top-dose-only effect, or another doubt; inactive = no such curve, though single readings can be large; an effect the other way counts as inactive or inconclusive.

Values run as follows: Tb PFK block	TCR activator	ELG1 repair inh	Mito fusion act	TSHR antagonist	Chronic BCR inh	USP2a inh	Eya2 inh	B2AR arrestin	PTAP TSG101 blk	uPA generation
1	O=C(NCC(=O)N1CCN(c2ncccn2)CC1)c1cccs1
    -2%	0%	?	-1%	4	-26%	-1%	11%	-0.3%	-2%	1%
2	Cc1ccnc2nc(C(=O)Nc3nc4ccccc4s3)nn12
    0%	0%	?	0%	-8	?	6%	1%	0.0%	-4%	-2%
3	O=C(Cn1nnc2ccccc21)NNC(=O)c1ccccc1
    0%	9%	4%	1%	3	-15%	0%	-21%	-0.9%	-2%	2%
4	O=C(NC(=O)c1ccccc1)OCCN1C(=O)c2ccccc2C1=O
    0%	-6%	6%	-3%	28	0%	1%	-6%	0.0%	-1%	-4%
5	CCn1c(C(=O)N2CCCC(C(=O)O)C2)cc2sccc21 (stereo unspecified)
    -1%	-5%[46.1 µM]	-1%	-2%	-5	?	0%	-2%	0.1%	0%	3%
6	CCc1cc(=O)oc2cc(C)cc(OCC(=O)N3CCC(C(=O)O)CC3)c12
    0%	-47%	9%	-1%	4	5%	0%	19%	-0.1%	-1%	2%
7	COc1ccccc1OCc1ccc(C(=O)N/N=C/c2ccco2)cc1
    -9%	-3%[46.1 µM]	-10%	-26%	-4	0%	2%	-7%	-0.2%	-1%	0%
8	CCOc1ccc(CN2C(=O)CC(=O)N(S(=O)(=O)c3ccc(OCC)cc3)C2=O)cc1
    0%	0%	2%	0%	0	-4%	1%	-30%	-1.0%	-5%	4%
9	Cc1ccc(-c2noc(CN3CCOCC3)n2)cc1
    -4%	2%	?	-1%	1	0%	0%	6%	-0.4%	-2%	-3%
10	O=C(CSc1n[nH]c(=O)n1Cc1ccccc1)Nc1ccc(N2CCOCC2)cc1
    19%	2%	-4%	-2%	-5	5%	3%	25%	-1.4%	1%	11%
11	Cc1c(N=C(N)/N=C(\N)Nc2ccc(Br)cc2)c(=O)n(-c2ccccc2)n1C
    1%	-4%[46.1 µM]	-17%	-4%	-1	?	2%	-29%	-0.1%	-4%	9%
12	CCC1CCCCN1CCCNC(=O)CN1C(=O)CSc2ccc(S(=O)(=O)N3CCOCC3)cc21 (stereo unspecified)
    0%	-3%	?	-5%	6	-2%&-6%	2%	3%	-0.8%	-10%	4%
13	COc1cc(C)c(CN2CCN(CC(=O)Nc3ccccc3C(=O)NC3CC3)CC2)cc1OC
    0%	-3%	3.7µM*	-1%	3	-11%	-2%	1%	-0.2%	-2%	15%
14	CN(C(=O)c1cccnc1)c1nnc(-c2ccccn2)s1
    0%	7%	?	0%	-5	?	0%	13%	0.0%	-1%	0%
15	O=C(c1ccc2c(c1)N(Cc1cccc(Cl)c1)C(=O)c1ccccc1S2(=O)=O)N1CCN(c2ccccn2)CC1
    2%	-5%	8%	4%	-7	19%	-1%	-27%	0.3%	0%	-20%
16	CCOC(=O)COc1ccc(/C=C/[N+](=O)[O-])c(OCC(=O)OCC)c1
    29%	0%	?	-13%	-10	?	2%	7%	0.3%	1%	/
17	CCOc1ccc(NC(=O)CN2C(=O)CSC2=O)cc1
    0%	/	-8%	2%	-6	1%	0%	1%	-0.2%	0%	-17%
18	CC(=O)OCCC(NS(=O)(=O)OCC(Cl)(Cl)Cl)c1ccccc1 (stereo unspecified)
    1%	2%	18%	1%	1	1%	0%	0%	0.1%	-2%	1%
19	CCOc1cccc(CN2CCC(n3nccc3NC(=O)c3ccc4c(c3)OCO4)CC2)c1
    0%	-4%	-1%	-1%	-49	0%	0%	-5%	-0.5%	-3%	-16%
20	Cc1ccccc1CCNC(=O)C1CC(O)CN1C(=O)Nc1ccccc1 (stereo unspecified)
    -3%	4%	-2%	2%	-5	0%	1%	-2%	-0.9%	-6%	1%

Taken from above.
Reading of entry 8 under Mito fusion act: 0%
Reading of entry 13 under TCR activator: -3%
Reading of entry 19 under B2AR arrestin: -0.5%

Next part:
Values run as follows: Tb PFK block	TCR activator	ELG1 repair inh	Mito fusion act	TSHR antagonist	Chronic BCR inh	USP2a inh	Eya2 inh	B2AR arrestin	PTAP TSG101 blk	uPA generation
21	Oc1[nH]c2ccccc2c1/C=N/N1CCCCC1
    -5%	8%	?	-2%	-3	?	0%	14%	0.4%	-4%	2%
22	O=C(c1nsnc1-c1ccccc1O)N1CCCCC1
    -6%	-2%	3%	3%	-4	2%	0%	22%	0.1%	-1%	7%
23	CC1CN(C(=O)COc2ccc3c(-c4ccccc4)cc(=O)oc3c2)CC(C)O1 (stereo unspecified)
    4%	/	-17%	-3%	-12	8%	1%	2%	-0.2%	-2%	-3%
24	Cc1oc(/C=N/NS(=O)(=O)c2ccccc2)cc1Br
    16%	1%[46.1 µM]	?	-4%	12	4%	4%	1%	4.1%	-1%	-2%
25	O=S(=O)(c1ccccc1)N1CCC(n2cnc3ccccc32)CC1
    -1%	5%	?	1%	-3	2%	1%	-5%	-0.4%	0%	2%
26	CCNc1nc(Oc2ccc(C(=O)OC)cc2)nc(SC)n1
    23%	-3%	-3%	7%	3	-7%	1%	10%	0.1%	-7%	-2%
27	Cc1ccccc1C(=O)N1CCCN(C(=O)c2ccccc2C)CC1
    2%	1%	-11%	1%	-19	?	3%	-6%	-0.3%	-8%	0%
28	CC(C)(C)c1ccc(C(=O)O/N=C(\N)c2ccccn2)cc1
    -1%	9%	?	-18%	-24	0%	-2%	-25%	-0.1%	-4%	-15%
29	COc1ccc(CNC(=O)CN(Cc2ccccc2F)C(=O)c2csnn2)cc1
    -4%	-1%	-15%	-3%	-11	-5%	0%	2%	5.1%	-4%	-6%
30	O=C(NCCCN1CCCC1=O)c1ccc(S(=O)(=O)Nc2ccccc2F)cc1
    -1%	5%	21%	-7%	-3	-10%	1%	-15%	0.3%	0%	0%
31	COc1cccc(OCc2nc(-c3cccc([N+](=O)[O-])c3)no2)c1
    0%	1%	?	-4%	-15	-10%	-7%	0%	-0.7%	-2%	3%
32	Cc1cc(Br)ccc1OCc1nc(-c2cccnc2)no1
    -8%	0%	?	-6%	-44	?	-1%	-3%	0.3%	-5%	2%
33	COc1ccccc1NC(=S)NNC(=S)Nc1ccc(OC(F)F)cc1
    0%	-8%[46.1 µM]	19%	8%	-6	?	0%	5%	0.0%	-1%	-10%
34	O=[N+]([O-])c1cccc(/C=N/Nc2nccnc2Cl)c1
    -13%	5%	?	-2%	10	?	2%	-43%	0.4%	-3%	/
35	COc1ccc(-c2cc(C(=O)Nc3ccc(C)c(C)c3)no2)cc1
    -1%	-4%	7%	-20%	0	-1%	1%	-11%	0.5%	0%	-13%
36	COC(=O)c1ccc(OC)c(OC)c1Cl
    1%	2%	?	3%	11	-1%	3%	4%	2.7%	-2%	12%
37	CCOC(=O)c1c(NC(=O)Cn2ccsc2=N)sc(C)c1C
    1%	1%	-8%	-5%	-1	?	-4%	-13%	-0.3%	-5%	-1%
38	COc1cccc(Oc2ccc(C(F)(F)F)cc2NC(=O)C2=COCCO2)c1
    0%	0%	2%	-3%	-34	3%	-6%	1%	-1.2%	-8%	6%
39	COC(=O)c1cn(NC(=O)c2ccc([N+](=O)[O-])cc2Cl)c(=O)c2ccccc12
    -3%	-4%	?	4%	9	0%	2%	17%	-0.1%	-1%	-6%
40	Cc1ccc(-n2c(SCC(=O)N3CCN(c4ccccn4)CC3)nnc2N2CCCC2)cc1
    -6%	6%	?	2%	-5	?	-1%	-4%	-0.2%	0%	11%
41	CC(=O)c1cc(C#N)c(SCC(=O)OC(C)(C)C)nc1C
    0%	6%	12%	18%	13	5%	10%	3%	-0.5%	-4%	-1%

Reformatted: entries from further up.
25	O=S(=O)(c1ccccc1)N1CCC(n2cnc3ccccc32)CC1
38	COc1cccc(Oc2ccc(C(F)(F)F)cc2NC(=O)C2=COCCO2)c1
27	Cc1ccccc1C(=O)N1CCCN(C(=O)c2ccccc2C)CC1
screen / no.	25	38	27
Tb PFK block	-1%	0%	2%
TCR activator	5%	0%	1%
ELG1 repair inh	?	2%	-11%
Mito fusion act	1%	-3%	1%
TSHR antagonist	-3	-34	-19
Chronic BCR inh	2%	3%	?
USP2a inh	1%	-6%	3%
Eya2 inh	-5%	1%	-6%
B2AR arrestin	-0.4%	-1.2%	-0.3%
PTAP TSG101 blk	0%	-8%	-8%
uPA generation	2%	6%	0%
